Assay outcomes from PubChem.
CendR NRP1 mod: NRP-1/CendR interaction modulation | FAM-RPARPAR peptide binding to NRP-1, fluorescence polarization | inhibition, % at 25 µM | 360,000 compounds, 0.85% hits;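 active means inhibition or corrected inhibition above about 18%, plus a signal ratio from 0.5 to 1.5, limit read from the data, passing the limit was not always enough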; further: strong numbers were not always called active
PABP1 MLLE inh: blocks PAM2 peptide binding to the PABP1 MLLE domain; P11940; GST-MLLE / FITC-PAM2 fluorescence polarization; inhibition, % at 20 µM; 360,000 compounds, 0.36% hits; AID 588489; in the data active means inhibition above about 35%, passing the limit was not always enough;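 further: plate controls were DMSO wells with GST-MLLE for no effect and wells lacking GST-MLLE protein for full effect; some results filed as inactive read as strong as hits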
SKN-1 inh: C. elegans SKN-1 inhibition; C. elegans VP596 Pgst-4::GFP/RFP ratio, acrylamide-induced, 24 h; inhibition, % at 21.8 µM; 360,000 compounds, 0.49% hits; AID 624304;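 active means interference check ratio from 0.5 to 1.5 plus GFP to RFP signal ratio inhibition reaching or exceeding a fixed threshold, cut at about 30% in these data, passing the limit was not always enough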; further: some compounds called inactive have numbers as strong as hits
eLon inh: inhibitors of E. coli Lon protease. P0A9M0. 360,000 compounds, 0.42% hits. purified E. coli Lon protease, fluorescence polarization. AID 602123. inhibition, % at 7.94 µM; in the data active means inhibition above about 13%, passing the limit was not always enough;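 further: 0% = enzyme with probe and DMSO and 100% = no enzyme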
MT1-MMP act inh: blocks activation of human MT1-MMP | HT1080 RFP-PRO-GFP cells, GFP/RFP ratio fluorescence, overnight; percent of plate control window, DMSO zero | GFP/RFP ratio change, % at 20 µM | 360,000 compounds, 0.061% hits | AID 651647;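 active means GFP/RFP ratio change of at least 30% with cell ATP level not reduced by more than half and red fluorescence within 50% of control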; further: strong numbers were not always called active
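Material – HT1080 RFP-PRO-GFP cells · Control set – DMSO wells and RFP-L50D-GFP cells · Incubation – overnight cell settling, then overnight compound exposure, 37 °C, 5% CO2 · Compound dosing – single-point 20 µM compound, 1% DMSO · Read-out – GFP/RFP fluorescence ratio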
Neddylation inh: blocks human cullin neddylation; 360,000 compounds, 0.58% hits; calls only at 25 µM; TR-FRET cullin neddylation, biochemical; AID 651699; P61081+Q13564; in the data active means inhibition above about 36%
MsrA act: activates bovine MsrA enzyme | activation, % at 10.6 µM | 360,000 compounds, 0.3% hits | purified bovine MsrA, absorbance read-out | AID 602163; in the data active means activation above about 7.5%;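 further: 0% = vehicle and 100% = reference activator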
Rin1 Abl inh: inhibitors of human Rin1-Abl protein interaction | P00519+Q13671 | TR-FRET Rin1/Abl binding, biochemical | inhibition, % at 7.35 µM | 360,000 compounds, 0.4% hits; in the data active means inhibition above about 5%, passing the limit was not always enough
Target sequence (P00519 whole entry, looked up): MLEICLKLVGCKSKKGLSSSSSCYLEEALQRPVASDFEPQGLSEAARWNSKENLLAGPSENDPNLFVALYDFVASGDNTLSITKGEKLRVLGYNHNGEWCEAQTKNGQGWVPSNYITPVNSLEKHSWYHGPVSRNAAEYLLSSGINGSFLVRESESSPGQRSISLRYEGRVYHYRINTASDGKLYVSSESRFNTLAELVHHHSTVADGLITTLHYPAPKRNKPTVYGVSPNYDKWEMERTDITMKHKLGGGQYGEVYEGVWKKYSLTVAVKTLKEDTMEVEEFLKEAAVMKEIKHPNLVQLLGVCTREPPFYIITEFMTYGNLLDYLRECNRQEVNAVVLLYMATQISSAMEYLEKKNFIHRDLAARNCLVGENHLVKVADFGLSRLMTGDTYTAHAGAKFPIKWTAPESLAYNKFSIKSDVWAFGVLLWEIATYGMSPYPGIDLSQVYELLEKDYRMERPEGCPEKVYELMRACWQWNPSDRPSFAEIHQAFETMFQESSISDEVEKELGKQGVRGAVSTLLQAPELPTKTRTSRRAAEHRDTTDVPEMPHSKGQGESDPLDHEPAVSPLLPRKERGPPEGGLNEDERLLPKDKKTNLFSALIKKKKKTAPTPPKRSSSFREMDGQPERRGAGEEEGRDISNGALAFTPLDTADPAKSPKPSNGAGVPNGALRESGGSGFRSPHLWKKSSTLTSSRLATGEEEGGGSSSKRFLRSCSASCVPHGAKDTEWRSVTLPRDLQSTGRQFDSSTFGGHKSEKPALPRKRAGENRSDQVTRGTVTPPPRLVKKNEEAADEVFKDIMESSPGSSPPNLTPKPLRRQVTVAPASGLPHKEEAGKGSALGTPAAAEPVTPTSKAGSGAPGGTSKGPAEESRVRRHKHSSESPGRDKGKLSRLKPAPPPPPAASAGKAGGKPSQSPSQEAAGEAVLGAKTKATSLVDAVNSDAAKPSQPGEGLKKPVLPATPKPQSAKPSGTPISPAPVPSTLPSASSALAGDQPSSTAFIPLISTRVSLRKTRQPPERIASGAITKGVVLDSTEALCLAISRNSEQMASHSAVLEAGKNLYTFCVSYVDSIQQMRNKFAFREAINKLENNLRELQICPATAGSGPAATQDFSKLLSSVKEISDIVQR
Target sequence (Q13671 whole entry, looked up): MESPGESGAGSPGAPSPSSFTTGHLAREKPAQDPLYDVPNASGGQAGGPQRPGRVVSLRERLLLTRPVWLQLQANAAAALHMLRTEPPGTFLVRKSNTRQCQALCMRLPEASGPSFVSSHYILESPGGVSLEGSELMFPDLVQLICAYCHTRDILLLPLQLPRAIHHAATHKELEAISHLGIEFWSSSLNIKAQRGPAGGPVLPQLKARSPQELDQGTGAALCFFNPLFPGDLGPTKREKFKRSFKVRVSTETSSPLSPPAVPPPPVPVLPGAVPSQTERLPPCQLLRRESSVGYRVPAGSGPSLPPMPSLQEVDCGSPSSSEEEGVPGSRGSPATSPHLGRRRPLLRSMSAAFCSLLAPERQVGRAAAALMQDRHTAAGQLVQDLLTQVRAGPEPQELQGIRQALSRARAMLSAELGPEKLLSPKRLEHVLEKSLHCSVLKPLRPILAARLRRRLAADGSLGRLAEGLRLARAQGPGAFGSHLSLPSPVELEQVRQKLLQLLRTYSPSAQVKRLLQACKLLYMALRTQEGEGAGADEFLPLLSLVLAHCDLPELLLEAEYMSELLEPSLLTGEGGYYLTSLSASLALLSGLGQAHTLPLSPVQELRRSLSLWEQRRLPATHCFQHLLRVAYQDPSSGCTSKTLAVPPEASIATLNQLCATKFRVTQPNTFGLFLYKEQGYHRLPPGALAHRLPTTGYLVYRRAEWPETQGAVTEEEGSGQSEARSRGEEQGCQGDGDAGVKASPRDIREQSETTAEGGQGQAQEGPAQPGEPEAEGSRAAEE
FAS-TE inh: blocks the thioesterase domain of human fatty acid synthase; recombinant FAS-TE, OMFH fluorogenic substrate, fluorescence endpoint; inhibition, % at 15 µM; 360,000 compounds, 0.67% hits; AID 602261;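 active means compounds whose normalised, plate-corrected inhibition of enzyme fluorescence in the single-dose primary screen is 50% or more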;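 further: 0% = DMSO with enzyme and 100% = substrate without enzyme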
* marks the source's active call; other numbers are inactive results; i = inactive; . = not tested or not shown.

SMILES	CendR NRP1 mod	PABP1 MLLE inh	SKN-1 inh	eLon inh	MT1-MMP act inh	Neddylation inh	MsrA act	Rin1 Abl inh	FAS-TE inh
COc1ccc(CNC(=O)C2CCC(CNc3c(N4CCCCC4)c(=O)c3=O)CC2)cc1 (centres undefined)	9	-6	-5	-3	-1	i	-9	-3	-2
COc1ccc(N=C2S/C(=C\c3cc(C)n(C)c3C)C(=O)N2CC(C)C)cc1	-7	-14	8	-8	2	i	-2	2	27
CCCS(=O)(=O)NC(=O)C1(C)CCCN(C(=O)c2cc(-c3cccs3)oc2C)C1 (centres undefined)	-14	12	1	-2	3	i	0	4	-4
COc1ccc(NC(=O)CSc2nc3sc(C)cc3c(=O)n2C)c(OC)c1	-2	8	-6	-1	1	i	8	3	8
COc1ccc(C2=NS(=O)(=O)N(C)C(C(=O)N3CCc4ccccc4C3)=C2)cc1OC	11	3	5	-4	-3	i	-1	-1	22
O=S(=O)(Nc1ncn[nH]1)c1ccc2ccccc2c1	-6	16	16	0	2	i	-2	0	-3
OCC[C@H]1C[C@H](O)[C@@H](O)[C@@]2(Cc3ccccc3O2)O1	0	-3	4	-7	0	i	-1	2	-12
Cc1cc2ccccn2c1C(=O)Nc1ccc(Cl)cc1	0	11	9	0	-5	i	-2	-1	2
O=C(O)C1Sc2[nH]c(=O)sc2C2c3cc(Cl)ccc3OC(=O)C12 (centres undefined)	-36	15	-22	-10	-29	i	-9	1	-4
COc1ccc(C(=O)OCC(=O)Nc2cccc(S(=O)(=O)N3CCCCCC3)c2)cc1[N+](=O)[O-]	-2	-3	-10	-12	5	i	-2	-1	38
COc1ccc([C@@H]2CC=C(C(=O)O)[C@H](c3ccccc3F)N2S(=O)(=O)c2ccc(C)cc2)cc1OC	5	10	6	-3	-5	i	-2	6	-8
CCOc1ccc(NC(=O)COC(=O)c2c[nH]c3ccccc23)cc1	6	-8	1	6	-2	i	0	-3	-13
CCn1c(SCC(=O)Nc2ncc(C(F)(F)F)cc2Cl)nnc1-c1cccc(C)c1	-14	-47	6	-4	2	i	-2	2	80*
CC(Cc1cccs1)NC(=O)c1cccc(Cl)c1 (centres undefined)	0	6	-1	-9	4	i	-7	0	1
CCOC(=O)c1sc(NC(=O)CSc2nccc(C)n2)c(C#N)c1C	-4	-10	3	-6	2	i	-4	-3	-4

The last 4 entries of the part above open the next one.
SMILES	CendR NRP1 mod	PABP1 MLLE inh	SKN-1 inh	eLon inh	MT1-MMP act inh	Neddylation inh	MsrA act	Rin1 Abl inh	FAS-TE inh
CCOc1ccc(NC(=O)COC(=O)c2c[nH]c3ccccc23)cc1	6	-8	1	6	-2	i	0	-3	-13
CCn1c(SCC(=O)Nc2ncc(C(F)(F)F)cc2Cl)nnc1-c1cccc(C)c1	-14	-47	6	-4	2	i	-2	2	80*
CC(Cc1cccs1)NC(=O)c1cccc(Cl)c1 (centres undefined)	0	6	-1	-9	4	i	-7	0	1
CCOC(=O)c1sc(NC(=O)CSc2nccc(C)n2)c(C#N)c1C	-4	-10	3	-6	2	i	-4	-3	-4
CNc1cc(-c2ccc(OC)c(OC)c2)ncn1	10	2	-2	-3	3	i	-9	3	-10
CCN(CC)c1ccc(CNC(=O)C/C(C)=N/NC(=O)COc2ccc(C)cc2Br)cc1	14	-3	0	-1	-1	i	1	1	15
Cc1occc1C(=O)NNC(=S)NCC(C)C	8	-28	-8	-5	2	i	-4	-4	-7
Cc1ccc(-c2ccc(CN3C(CC(C)C)C(=O)N(Cc4cn(CCC5OCCCO5)nn4)CCS3(=O)=O)cc2)cc1 (centres undefined)	-11	-7	-24	6	-1	i	-4	-1	19
CCCCOC(=O)N1CCOCCOCCN(C(=O)OCCCC)CCOCCOCC1	10	-19	20	1	10	i	-3	2	-4
COc1ccccc1/C=C/C(=O)NCc1ccccn1	6	16	-3	-3	7	i	7	1	-12
Nc1ccc(C#Cc2ccc3c(=O)c4ccccc4oc3c2)cc1	-8	-30	-8	-21	-7	i	-12	4	0
COc1ccc(OCCOc2ccc(/C=C3\C(=N)N4N=C(C)SC4=NC3=O)cc2)cc1	0	-23	5	0	-5	i	-2	0	-1
O=C(NNC(=O)C1CCCN(c2ncccn2)C1)c1ccncc1 (centres undefined)	2	-4	-1	3	0	i	-3	2	-5
Cc1ccc(S(=O)(=O)/N=C(\N)Nc2nc(C)c3cc(C)c(C)cc3n2)cc1	-7	-7	3	-1	-2	i	0	4	9
Cc1cc(=O)oc2cc(O[C@@H]3O[C@H](CO)[C@@H](O)[C@H](O)[C@H]3O)ccc12	5	6	2	-1	-7	i	-2	-4	-3
O=C(NC1CC1)C1CC(=O)N(C2CCCCC2)C1 (centres undefined)	6	-2	8	10	2	i	-6	0	-7
Cc1ccccc1N=CC=C1OC(C)(C)C(C)(C)O1	6	-3	4	1	1	i	-5	2	-12
CCOC(=O)C1(CC2CCCCO2)CCN(C(=O)Nc2ccccc2SC)CC1 (centres undefined)	3	-5	2	-2	5	i	-6	7	0
Cc1cnc(NC(=O)CCNC(=O)c2ccccc2Cl)s1	-8	0	-3	0	1	i	-2	1	-6
CC1CN(C(=O)Nc2ccc(F)cc2)C2(CCCCCC2)O1 (centres undefined)	-16	-1	-3	6	2	i	-2	2	20
CCCCC[C@H](C)N1C[C@H](COCc2ccccc2)Oc2cc(N3CCC[C@@H]3COC)ccc2S1(=O)=O	10	.	5	0	-7	i	0	.	15
CC(C)NC(=O)N(C)C[C@@H]1OCc2cnnn2CCCC(=O)N([C@H](C)CO)C[C@H]1C	-4	9	-1	-5	-1	i	-4	-3	-8
CCCCOC(=O)CSc1nc2c(cc1C#N)C(=O)CC(C)(C)C2	-1	-2	-17	-7	1	i	-3	0	31
OCC1(O)OC[C@@H](O)[C@H]1O (some centres undefined)	4	4	20	0	2	i	-3	-6	-5
NC(=O)c1cnc(Cc2c[nH]c3ccccc23)c(I)c1	-11	-34	2	9	3	i	-1	-6	-1
COc1ccccc1CCN=C(N)NS(=O)(=O)c1ccc(C)c(C)c1	11	-16	-13	2	7	i	-3	4	1
O=C(Nc1ccc(C(=O)N2CCCC2)cc1)c1ccccc1[N+](=O)[O-]	8	-4	-5	5	2	i	-16	-5	-4
Cn1cccc1Cc1nnc(SCC(=O)Nc2ccc3c(c2)OCO3)n1-c1ccc(F)cc1	12	-14	-4	1	3	i	-3	-4	3
Cc1cccc(C(=O)Nc2c(C(=O)N3CCN(C)CC3)cnn2-c2ccccc2)c1	10	3	-20	-2	0	i	-2	2	-2
O=C(/C=C/c1ccccc1)NCCSCc1ccccc1Cl	21	-3	1	5	3	i	2	0	23
CC(C)CC1C(=O)N(Cc2cn(CC3CCCCC3)nn2)CCS(=O)(=O)N1Cc1ccc(-c2ccc(Cl)cc2)cc1 (centres undefined)	-9	-7	2	-6	-3	i	-2	1	16
COc1cc(/C=N/NC(=O)COc2ccc(C)cc2)ccc1OC(=O)c1cccs1	-1	-21	-1	-19	8	i	-1	0	24
CC(Sc1nc2ncc(Cl)cc2[nH]1)C(=O)c1c(N)n(C)c(=O)n(C)c1=O (centres undefined)	9	-24	-4	-1	-2	i	-1	1	-3
Cc1cc(-c2cccs2)c2c(N)c(C(=O)c3ccc4c(c3)OCO4)sc2n1	-83	-44	-25	-35	-156	i	2	1	-11
CONC(=O)C1CCN(C(=O)OCc2ccccc2)CC1	-8	12	15	-1	1	i	-4	1	-8
CCN1C(=O)Cc2cc(S(=O)(=O)N3CCOCC3)ccc21	1	0	22	7	-4	i	-1	1	-7
Cc1ccccc1NC(=S)Nn1cnnc1	-1	14	-4	-3	-1	i	-6	0	-7
COc1cccc(C2CC(c3cccs3)=NN2C(=O)CSC2=NN3CCCC(=O)N=C3S2)c1OC (centres undefined)	10	-1	1	-9	3	i	-4	-5	8
CCOC(=O)c1oc2ccccc2c1COC(=O)CNC(=O)c1ccccc1	-1	6	6	-1	-1	i	-2	2	6
CC(C)(C)Cc1c(-c2cccc(Br)c2)nc2ccc(Cl)cn12	-55	-16	9	-8	1	i	-1	2	6
C=CCc1ccc(OCC(O)COCC)c(OC)c1 (centres undefined)	12	6	14	1	3	i	-1	0	0
COc1cc(NC(=O)Nc2cccc(C(C)=O)c2)cc(OC)c1OC	-3	15	-15	-6	4	i	-2	3	0
CCN(CC)c1ncccc1C(=O)NCc1cccs1	11	1	-2	-5	-1	i	-5	3	-9
CCOC(=O)Cc1csc(NC(=O)c2ccc(F)cc2)n1	-3	-15	-5	6	-5	i	-1	-1	-2
COc1ccc(CSc2nnnn2Cc2ccccc2)cc1OC	-4	-12	12	1	3	i	0	-1	1
CC1=C(C(=O)Nc2ccccc2)C(c2ccncc2)C(C#N)=C(SCC(=O)NC(C)C)N1 (centres undefined)	-4	4	-28	6	3	i	0	2	-6
CC(C)(C)NC(=O)C(c1ccncc1)N(C(=O)CNC(=O)c1ccco1)c1ccc(F)cc1 (centres undefined)	-3	2	-5	2	-3	i	-2	4	-5
COC(=O)c1ccc(C)c(NC(=O)CSc2nc3[nH]c(=O)cc(O)c3s2)c1	-16	21	8	-11	-9	i	-2	-1	-7
CC1CC(C)CN(C(=O)COC(=O)c2ccc3c(c2)C(=O)N(Cc2ccco2)C3=O)C1 (centres undefined)	14	6	-10	7	0	i	0	0	5
C#CCNC(=O)C[C@@H]1C[C@@]2(C(=O)OC)CCCCC=C2N(Cc2ccco2)C1=O	-2	.	20	-1	4	i	-1	.	-10
Cc1ccc(S(=O)(=O)N2C(=O)CCC2C(=O)Nn2cnnc2)cc1 (centres undefined)	4	2	3	0	1	i	-3	1	-7
CC(C)Cn1c(CCC(N)=O)nnc1SC(C)C(=O)Nc1ccc2c(c1)OCO2 (centres undefined)	1	-5	-15	-6	-4	i	-4	-3	-5
COc1cccc(N(C(=O)Cn2nnc(-c3ccc(F)cc3)n2)C(C(=O)NCC2CCCO2)c2ccc(Cl)cc2)c1 (centres undefined)	-14	-16	2	3	4	i	0	0	2
CC(C)(C)c1ccc(S(=O)(=O)NNC(=O)C2CCN(Cc3cccc(F)c3)CC2)cc1	1	20	-6	-5	-1	i	3	3	1
C/C(=N\NC(=O)c1ccc([N+](=O)[O-])cc1Cl)c1ccccc1	-10	-7	5	3	2	i	-8	0	-5
CCOC(=O)/C(C#N)=C/c1cccc(F)c1	-7	6	-11	-6	-3	i	-6	0	-8
CCn1c2c(c(=N)c3c1CCC3)CCC2	-4	-5	-5	-6	-2	i	-2	4	-3
O=C1CSCN1c1ccc(Cl)cc1	2	15	19	-9	-2	i	-4	5	-10
COc1cccc(CN2CCC(Oc3ccc(C(=O)NCc4ccccn4)cc3)CC2)c1	4	0	3	-5	-4	i	-1	4	-7
CN(C)CCOC(=O)COc1ccc(Cl)cc1	-19	-2	9	-2	1	i	0	-2	2
CCOC(=O)/C(C)=N/NC(=O)c1cccc([N+](=O)[O-])c1	8	-10	3	-9	2	i	-1	-3	-6
C/C(=N/NC(=O)CCC(=O)Nc1ccc(Br)cc1)c1ccc(Br)cc1	0	-11	4	-3	1	i	-3	-1	1
O=C(CCC(=O)N1CCOc2ccccc21)NCc1cccnc1	5	2	-9	3	2	i	-6	-4	-5
NS(=O)(=O)c1ccc(CCNC(=O)C(=O)c2cn(CC(=O)N3CCOCC3)c3ccccc23)cc1	12	-3	6	-11	-3	i	-5	0	-8
O=C(NNC1=Nc2cc([N+](=O)[O-])ccc2OC1)c1ccccc1Cl	-3	3	2	-4	17	i	-2	-5	3
